Bioassay records as filed in PubChem.
PKA-R1A act – activates the PKA-R1A holoenzyme complex; P00514+P68181; PKA-R1A dissociation, Cy5-IP20 fluorescence polarization; scaled: DMSO 0%, 113 µM cGMP 100%; activation, % at 11.4 µM; 340,000 compounds, 0.083% hits; AID 504707;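 active = percent activation above the mean of all tested compounds plus 3 SD, cut at about 19% in these data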;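 note: higher means more PKAc released from R1A so a rise in polarization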
OPRM1-OPRD1 ag – agonists of human mu-delta opioid receptor heterodimerization | activation, % at 9.3 µM | cells, OPRM1-OPRD1 heterodimerization, luminescence | 340,000 compounds, 0.3% hits | P35372+P41143 | AID 504326; in the data active = activation above about 18%;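 note: 0% = vehicle-treated cells and 100% = reference agonist; values of inactives mirror those of a sister screen read the other way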
AddAB inh – less growth of phage-infected E. coli with AddAB; inhibition, % at 11.9 µM; E. coli expressing H. pylori AddAB, absorbance growth; 330,000 compounds, 0.29% hits; in the data active = inhibition above about 12%;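 note: 0% = vehicle wells of infected cells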
DSG3 Ab inh – blocks pemphigus antibody binding to human desmoglein-3; P32926; DSG3-coupled beads, scFv-anti-DSG3-GFP binding, flow cytometry; hits give low values; binding (percent of control), % at 10 µM; 310,000 compounds, 0.48% hits; AID 588358;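 active = binding more than 3 SD below its plate's average and above zero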;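 note: hits lower antibody fragment binding to DSG3; some compounds called inactive have numbers as strong as hits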
Target sequence (P32926 whole entry, looked up, the tested form may be a part): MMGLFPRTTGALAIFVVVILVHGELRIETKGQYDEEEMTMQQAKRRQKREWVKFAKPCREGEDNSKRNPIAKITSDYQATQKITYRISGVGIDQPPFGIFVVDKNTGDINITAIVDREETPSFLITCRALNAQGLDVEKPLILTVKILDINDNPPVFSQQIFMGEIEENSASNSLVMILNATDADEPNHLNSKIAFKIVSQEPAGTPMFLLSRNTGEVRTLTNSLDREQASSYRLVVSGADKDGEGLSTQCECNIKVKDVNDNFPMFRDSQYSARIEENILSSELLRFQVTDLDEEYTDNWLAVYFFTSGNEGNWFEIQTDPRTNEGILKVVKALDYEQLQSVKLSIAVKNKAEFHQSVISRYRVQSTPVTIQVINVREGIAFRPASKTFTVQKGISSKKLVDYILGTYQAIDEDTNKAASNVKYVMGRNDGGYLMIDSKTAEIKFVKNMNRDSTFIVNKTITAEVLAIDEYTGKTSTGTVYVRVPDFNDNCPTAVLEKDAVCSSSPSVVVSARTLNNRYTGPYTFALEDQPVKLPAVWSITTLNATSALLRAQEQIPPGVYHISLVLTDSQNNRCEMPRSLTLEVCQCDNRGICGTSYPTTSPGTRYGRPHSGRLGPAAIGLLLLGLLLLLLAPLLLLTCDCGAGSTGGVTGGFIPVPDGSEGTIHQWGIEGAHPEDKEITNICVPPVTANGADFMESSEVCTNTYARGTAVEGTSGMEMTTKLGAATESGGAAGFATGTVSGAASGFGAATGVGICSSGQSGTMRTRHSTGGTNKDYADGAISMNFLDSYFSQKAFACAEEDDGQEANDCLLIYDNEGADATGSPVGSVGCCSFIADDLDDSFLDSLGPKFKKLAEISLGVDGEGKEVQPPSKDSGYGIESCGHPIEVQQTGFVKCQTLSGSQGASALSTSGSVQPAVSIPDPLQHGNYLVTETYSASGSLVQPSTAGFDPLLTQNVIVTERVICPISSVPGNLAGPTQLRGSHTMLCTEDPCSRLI
PfHsp90 set2 – inhibits growth of yeast expressing Plasmodium falciparum Hsp90; S. cerevisiae expressing PfHsp90, BacTiter-Glo ATP, 48 h; yeast lacking PDR1 and PDR3 efflux regulators; inhibition, % at 9.4 µM; 310,000 compounds, 0.32% hits; AID 504621;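 active = every replicate shows inhibition above about 80%, whatever the replicate mean, limit read from the data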;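 note: 0% = DMSO neutral controls and 100% = 20 µM radicicol positive controls; yeast relying on Plasmodium falciparum Hsp90 in place of its own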
Tat export inh – E. coli Tat transport inhibition | E. coli MC4100 TorA-mCherry Tat export, fluorescence | inhibition, % at 10 µM | 340,000 compounds, 0.036% hits | AID 488895;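 active = mean replicate inhibition at least 50% and at least half of replicates individually reaching 50%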;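 note: exported cargo escapes ClpAP degradation while cytoplasmic cargo is degraded and loses fluorescence; 0% = median of neutral control wells and 100% = median of NaSCN control wells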
E coli growth – counter-screen for AddAB inhibitors: E. coli growth inhibition; inhibition, % at 11.9 µM; E. coli V3065 growth, OD600 absorbance, 18 h; AID 449728; 330,000 compounds, 0.27% hits;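 active = inhibition above the campaign's mean inhibition across all tested compounds plus 3 SD, cut at about 9.9% in these data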;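 note: uninfected addAB+ strain grown without phage in ampicillin broth; 0% = DMSO wells and 100% = ciprofloxacin 0.95 µg/ml wells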
SUMO Mot1 rescue – inhibitors of SUMOylation pathway: yeast Mot1-301 growth rescue | S. cerevisiae Mot1-301 growth rescue, ATP luminescence, 38.5C; percent above DMSO median, 100 means doubled | 320,000 compounds, 1% hits | growth rescue, % at 18.8 µM;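 active = every valid replicate shows activation above 250% relative to neutral control wells; inactive = the rest, any valid replicate at or below 250%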;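 note: OY570 slx delta 5 strain wells were the positive control but not used for scaling; some compounds called inactive have numbers as strong as hits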
MOR-DOR inv ag – mu-delta opioid heterodimer inverse agonism. cell-based MOR-DOR heterodimer luminescence. AID 504357. inhibition, % at 9.3 µM. 340,000 compounds, 0.21% hits; in the data active = inhibition above about 22%, passing the limit was not always enough;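 note: 0% = cells with DMSO and 100% = wells without cells with DMSO; values of inactives mirror those of a sister screen read the other way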
phage Ecoli inh – E. coli growth loss with phage present; growth absorbance; inhibition, % at 11.9 µM; 360,000 compounds, 0.26% hits; AID 651602; in the data active = inhibition above about 11%
Arr AP2 block – human beta-arrestin and AP2 interaction inhibition; FITC-arrestin peptide / GST-AP2 beads, flow cytometry; AP2 beta2 appendage carries R879A mutation; 340,000 compounds, 0.31% hits; inhibition, % at 10 µM;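 active = inhibition above a set limit, near 3 SD of compounds lacking own fluorescence, cut at about 54% in these data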;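 note: plate controls were DMSO wells for no effect and 5 µM unlabelled arrestin peptide for full effect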
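System: GST-AP2 R879A glutathione beads. Medium: PBS with 0.05% Tween 20 and 0.1% BSA. Also added: FITC-arrestin peptide, 50 nM. Incubation: 12 min plus 1 h, RT. Measured by: high-throughput flow cytometry of beads, ex 488, em 535 nm. Evaluation: percent drop in bead-associated FITC signal.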
Numbers without * were called inactive; / = not tested or not shown.

SMILES | PKA-R1A act | OPRM1-OPRD1 ag | AddAB inh | DSG3 Ab inh | PfHsp90 set2 | Tat export inh | E coli growth | SUMO Mot1 rescue | MOR-DOR inv ag | phage Ecoli inh | Arr AP2 block
CCOC(=O)N1CCC(NC(=O)CS(=O)(=O)Cc2nc(-c3cccc(Cl)c3)oc2C)CC1 | -1 | -2.9 | 2.2 | 102 | 14 | -1 | -0.1 | -7 | 15 | 0.9 | 3
COc1ccc(S(=O)(=O)N[C@@H](CSCc2ccccc2)C(=O)O)cc1 | -2 | -0.6 | / | / | 5 | -1 | / | -4 | 3 | 1.8 | -7
COc1ccccc1C(=O)NC(=S)Nc1ccc2[nH]c(=O)[nH]c2c1 | -19 | 0.1 | 4.4 | / | 9 | -1 | 1.1 | -14 | -1 | 0.1 | 6
Cc1ccc(CNC(=O)c2ccccc2CCc2ccccc2)cc1 | -5 | 0.2 | -2.5 | 103 | 11 | -1 | -0.9 | 1 | -1 | 0.7 | -15
CC1CCC(NC(=O)CN2C(=O)NC(C)(C)C2=O)CC1 (stereo unspecified) | 4 | -0.2 | -2.2 | 108 | / | -2 | -2.0 | -11 | 1 | 2.3 | 0
Cc1cc2[nH]c(=O)c(=O)[nH]c2cc1S(=O)(=O)N1CCN(c2ccccc2F)CC1 | 0 | -2.3 | 1.9 | 110 | -39 | -4 | -0.9 | 1 | 12 | 4.0 | -9
Cc1ccc(-n2nc3c(=O)n(CCCC(=O)NCCc4ccccc4)nc(C)c3c2C)cc1 | -3 | -2.9 | 4.8 | 100 | -6 | 4 | 0.8 | 6 | 15 | -1.6 | -17
CCNC(=S)NN=C1CCC(C(C)(C)C)CC1 (stereo unspecified) | -5 | -2.0 | 5.0 | 96 | 6 | -2 | 0.5 | 248 | 10 | 2.0 | 5
O=C(COC(=O)c1ccc(S(=O)(=O)N2CCOCC2)cc1)Nc1ccccc1OC(F)F | -8 | 0.2 | -0.3 | 100 | 5 | -1 | 0.9 | 3 | -1 | 1.1 | 12
O=C(NC1CC1)C1CCN(C2CCN(C(=O)/C=C/c3cccc(F)c3F)CC2)CC1 | -4 | 1.5 | 1.2 | 110 | / | 0 | 1.1 | -2 | -8 | -1.8 | -23
COc1ccc(Cl)cc1NC(=O)CN(C)C(=O)CCc1nc2ccccc2c(=O)[nH]1 | 2 | 0.2 | 1.6 | / | 3 | 0 | -0.3 | -8 | -1 | 3.2 | 4
CN1C=CC=C/C1=C1\SC(=S)N(C2CCCCC2)C1=O | -7 | -4.0 | 2.2 | 102 | -7 | -5 | 2.0 | -13 | 20 | 2.3 | -1
COCCNC(=O)C(c1ccc(Cl)cc1)N(C(=O)Cn1nnc2ccccc21)c1cccnc1 (stereo unspecified) | -3 | -1.5 | 3.3 | 108 | -19 | 5 | 0.5 | 12 | 7 | / | -10
Cc1cc(C)nc(NS(=O)(=O)c2ccc(NC(=O)Cn3c(=O)oc4ccccc43)cc2)n1 | -6 | -2.6 | -0.5 | 103 | -9 | -9 | -1.5 | -5 | 15 | 2.9 | 6
Cc1c(C)c2ccc(O[C@@H]3O[C@H](CO)[C@H](O)[C@H](O)[C@H]3O)c(C)c2oc1=O | 0 | -3.3 | / | 116 | -4 | -9 | / | -11 | 15 | 1.7 | 7
O=C(Nc1cccc(S(=O)(=O)N2CCCC2)c1)c1cccc(S(=O)(=O)N2CCOCC2)c1 | -3 | -3.6 | -0.8 | / | 8 | 6 | -1.9 | -4 | 15 | 4.2 | -1
O=C(Nc1ccc(N2CCOCC2)cc1)c1ccc([N+](=O)[O-])cc1 | -10 | -0.4 | 2.1 | 100 | -7 | -2 | 1.7 | 4 | 2 | 3.0 | -10
Cc1cc(OCC(=O)NC2CC2)c2c(C)cc(=O)oc2c1 | -4 | -1.7 | 2.5 | 98 | -10 | -2 | -0.8 | -5 | 9 | / | -1
O=C(CCc1ccccc1)NNC(=S)Nc1ccc(F)cc1 | -8 | -3.1 | 1.7 | 100 | -20 | -13 | 2.1 | 377* | 15 | 5.0 | 8
CN(C)CCn1c2c(c(SCC(=O)Nc3ccccc3)nc1=O)CCCC2 | 3 | -2.1 | -1.4 | 93 | / | 3 | -0.3 | -4 | 14 | 0.7 | -8
CC(=O)C1=C(O)C(=O)N(Cc2cccnc2)C1c1ccccc1 (stereo unspecified) | 8 | -0.5 | -2.0 | 104 | 21 | -6 | -0.9 | 1 | 3 | 0.9 | 2
Cc1cc(C)c2c(=O)n(CC(=O)Nc3ccc(Cl)cc3)sc2n1 | -11 | -2.1 | 1.2 | 74 | 1 | -7 | -0.3 | -30 | 11 | 0.1 | 28
Nc1nc2ccc(N3CCOCC3)cc2s1 | 1 | -1.8 | -0.9 | 92 | 5 | -3 | -1.2 | -8 | 11 | 4.1 | 19
CC(=O)Nc1ccc(N2C(=O)CC(N3CCSCC3)C2=O)cc1 (stereo unspecified) | -5 | 0.8 | -1.1 | 89 | / | 5 | 1.6 | -1 | -6 | 3.2 | 6
COc1ccc(Nc2nc(N)nc(CN3CCN(c4ccccn4)CC3)n2)cc1 | -3 | -3.2 | 0.2 | 110 | 13 | -2 | -3.5 | 18 | 14 | -1.6 | 5
Cc1ccnc(NC(=O)c2ccc(Cl)c(S(=O)(=O)N3CCCCC3)c2)c1 | -3 | 0.1 | 4.1 | / | 1 | -9 | 3.2 | -2 | 0 | -0.2 | 0
Cc1csc(NC(=O)CSc2nnc(NC(=O)C3CC(=O)N(c4ccccc4)C3)s2)n1 (stereo unspecified) | -5 | -3.4 | -0.2 | 97 | 10 | -4 | -1.1 | -6 | 18 | 2.2 | -2
CCN(CC)C(=O)Cn1cc(S(=O)(=O)CC(=O)Nc2cc(OC)ccc2OC)c2ccccc21 | 5 | -4.9 | 0.3 | 108 | 7 | -2 | 2.9 | -9 | 16 | 0.2 | -6
COc1ccc(C2=NNC(=O)C2(C)Br)cc1 (stereo unspecified) | -6 | -3.2 | / | 103 | 2 | 11 | / | / | 14 | -1.7 | -13
CC(C)NC(=O)CCNC(=O)c1ccc(F)cc1 | 3 | 0.1 | 3.2 | 96 | / | 2 | -0.6 | -18 | 0 | 3.3 | -5
O=S(=O)(ON(c1ccccc1)S(=O)(=O)c1ccccc1)c1ccccc1 | 6 | 2.9 | 3.6 | 102 | -32 | -6 | 1.0 | -8 | -15 | 4.1 | 27
CN(C(=O)c1cccc(NC(=O)Cc2cccc(NC(=O)C3CCN(C(=O)C4CCCCC4)CC3)c2)c1)C1CC1 | -1 | -0.1 | / | 102 | -13 | 0 | / | / | 0 | 1.3 | 14
O=C(NCC1CCCCC1)c1ccc(=O)[nH]c1 | 9 | 1.1 | 2.2 | 101 | 4 | 2 | -1.8 | 30 | -9 | -0.9 | 21
CC(C)CC(=O)NC(=S)Nc1ccc(NC(=O)c2cccs2)cc1 | 3 | -1.1 | 3.3 | 105 | -6 | -1 | 0.8 | -5 | 6 | 5.4 | -5
Cc1c(C(=O)N2CCCC2)oc2c1-c1nn(CC(=O)NCCCN3CCCCC3C)cc1CC2 (stereo unspecified) | -10 | -1.0 | 5.4 | 110 | 22 | 27 | -0.1 | -11 | 5 | 2.9 | -2
COCc1cc(=O)[nH]c(-c2ccccc2OC(F)(F)F)n1 | -3 | -3.0 | 0.9 | 106 | -1 | 0 | 1.0 | -7 | 16 | 2.2 | 6
O=C(NCC1CCCO1)c1cccs1 (stereo unspecified) | 1 | 4.0 | 1.6 | 104 | -3 | -2 | -0.7 | -14 | -21 | 2.7 | 6
Cc1ccc(OCC(=O)Nc2ccc(N3CCN(S(C)(=O)=O)CC3)cc2)cc1 | 1 | -2.0 | 6.0 | 113 | / | -1 | -0.2 | -15 | 10 | 2.0 | 10
CCCn1c(O)c(N=NC(=O)c2cccnc2)c2cc(Br)ccc21 | 1 | 1.0 | -4.9 | 92 | 21 | 4 | -2.1 | 58 | -5 | 0.5 | 3
CCc1ccc(N(CC(=O)NC2CCCC2)C(=O)CCC(=O)Nc2ccccn2)cc1 | 3 | -2.1 | 4.1 | 95 | -14 | 2 | -2.3 | 68 | 11 | -1.2 | 8
CCOc1cc(C(=O)N/N=C/c2ccsc2)cc(OCC)c1OCC | 8 | -2.5 | 4.8 | 103 | 17 | -8 | 0.3 | -22 | 12 | 3.2 | -3
COc1ccccc1CNC(=O)CSc1nn2c(=O)c(C(C)(C)C)nnc2s1 | -1 | 0.7 | 0.1 | 101 | -69 | 0 | 0.2 | 229 | -4 | 2.4 | -16
O=c1c2cn[nH]c2[nH]c(=S)n1-c1ccccc1F | 7 | -2.1 | 0.4 | 107 | -2 | 2 | -0.6 | 15 | 11 | 1.3 | 1
COc1ccc(NC(=S)N(Cc2ccc(N(C)C)cc2)Cc2ccco2)cc1 | -1 | -1.4 | 2.6 | 96 | -20 | 6 | -1.6 | 28 | 7 | 1.6 | 8
Cc1cc(/C=N/n2c(COc3ccccc3C)nc3ccccc3c2=O)c(O)c([N+](=O)[O-])c1 | -1 | 0.8 | 0.9 | 98 | 14 | -7 | 1.6 | 1 | -6 | 2.7 | 7
CCc1ccccc1-n1c(SCC(=O)N2CCCC2)nc2[nH]ncc2c1=O | 0 | -1.4 | 2.4 | 104 | 4 | -2 | -2.1 | -5 | 7 | 1.2 | 1
COc1ccc2sc(-c3ccc(N(C)C)cc3)c(C#Cc3cncn3C)c2c1 | 5 | 3.5 | -2.0 | 99 | 13 | 1 | -2.8 | -4 | -20 | 2.2 | -5
CC(C)(C)C(=O)CN1C2=NCCCN2c2ccccc21 | -8 | -3.5 | 3.1 | 92 | 0 | 1 | 1.6 | 4 | 16 | 2.1 | 1
CCOC(=O)CSC(C)C(=O)Nc1nnc(C(C)C)s1 (stereo unspecified) | 1 | -0.5 | 2.2 | 109 | 13 | 7 | 0.8 | -12 | 3 | 2.2 | 0
O=C1C2CCCN2C(=O)N1CCCCN1CCN(CCO)CC1 (stereo unspecified) | -6 | -1.2 | 1.7 | 94 | 19 | 3 | -0.3 | 5 | 7 | 2.1 | -3
N#Cc1ccc(S(=O)(=O)N2CCc3[nH]c4ccc(F)cc4c3C2)cc1 | -13 | -0.7 | 1.1 | / | -16 | 8 | -1.1 | 6 | 4 | -0.1 | 4
CC(=O)Nc1ccc(SC(Sc2ccc(NC(C)=O)cc2)c2ccccc2)cc1 | -1 | -1.6 | / | 93 | 1 | 8 | / | / | 8 | 3.6 | 47
